MazEF act = activators of E. coli MazEF toxin-antitoxin RNase, primary screen, biochemical, fluorescence, uHTS. Endoribonuclease toxin MazF (Escherichia coli (strain K12)), P0AE70. FAM/BHQ RNA-DNA oligo cleavage fluorescence, 5 h. activation, % at 20 µM. 0.32% of 350,000 active. AID 504720, 2011; in the data active = activation above about 50%
Target sequence (P0AE70 whole entry, looked up): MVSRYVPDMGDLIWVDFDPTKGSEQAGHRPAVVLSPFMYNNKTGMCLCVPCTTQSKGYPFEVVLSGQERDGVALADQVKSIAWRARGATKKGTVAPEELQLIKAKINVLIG
FadD28 binding = inhibitors of FadD28 bisubstrate probe binding, primary screen, biochemical, fluorescence polarization, single point; Mycobacterium tuberculosis FadD28 fatty-acid-AMP ligase; inhibition, % at 12.5 µM; 0.22% of 360,000 active; in the data active = inhibition above about 8.5%, passing the limit was not always enough; inconclusive = no clear call, values can overlap the other calls
PrPC surface inh = inhibitors of human cell surface prion protein PrPC, primary screen, cell-based, TR-FRET | Major prion protein (Homo sapiens), P04156 | inhibition, % at 13.8 µM | TR-FRET read-out | AID 720596, 2013 | 0.43% of 370,000 active; in the data active = inhibition above about 24%; note: 0% = median of the test wells and 100% = reference compound wells
Mtb UGM inh = M. tuberculosis UGM enzyme inhibitors, primary screen, biochemical, fluorescence polarization, single point. UDP-galactopyranose mutase (Mycobacterium tuberculosis (strain ATCC 25618 / H37Rv)), …. purified UGM, fluorescence polarization probe displacement. inhibition, % at 10 µM. 0.06% of 320,000 active; in the data active = inhibition above about 10%, passing the limit was not always enough; inconclusive = no clear call, values can overlap the other calls
BoNT-F LC inh = BoNT/F light chain protease inhibitors, primary screen, biochemical, flow cytometry, MLPCN library; Multiplex microsphere protease cleavage assay; inhibition, % at 10 µM; 0.22% of 360,000 active; in the data active = inhibition above about 35%, passing the limit was not always enough; inconclusive = no clear call, values can overlap the other calls; note: plate controls were buffer without enzyme for full effect and enzyme alone for no effect
Mtb FBA inh = Mtb FBA enzyme inhibitors, primary screen, biochemical, fluorescence, strain H37Rv; Fructose-bisphosphate aldolase (Mycobacterium tuberculosis (strain ATCC 25618 / H37Rv)), …; purified M. tuberculosis FBA, fluorescence read-out; inhibition, % at 1 µM; 2.3% of 360,000 active; AID 588726, 2011; in the data active = inhibition above about 27%;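 note: 0% = vehicle and 100% = reference inhibitor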
Target sequence (P9WQA3 whole entry, looked up): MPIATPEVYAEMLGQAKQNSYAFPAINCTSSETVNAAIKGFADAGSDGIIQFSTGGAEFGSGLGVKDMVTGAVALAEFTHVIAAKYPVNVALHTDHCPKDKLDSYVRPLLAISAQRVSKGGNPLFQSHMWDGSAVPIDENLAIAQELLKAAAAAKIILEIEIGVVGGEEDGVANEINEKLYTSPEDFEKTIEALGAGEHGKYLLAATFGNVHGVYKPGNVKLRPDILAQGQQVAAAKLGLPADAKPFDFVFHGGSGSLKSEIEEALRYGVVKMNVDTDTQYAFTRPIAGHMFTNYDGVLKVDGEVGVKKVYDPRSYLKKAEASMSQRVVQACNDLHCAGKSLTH
Mtb BioA inh = M. tuberculosis BioA enzyme inhibitors, primary screen, biochemical, plate reader, single point, HTS. AID 602481, 2012. purified M. tuberculosis BioA enzyme. inhibition, % at 9.99 µM. 0.096% of 360,000 active. 7,8-diaminopelargonic acid synthase BioA (Mycobacterium tuberculosis); in the data active = inhibition above about 40%; inconclusive = no clear call, values can overlap the other calls
Rv3671c protease = Rv3671c serine protease inhibitors, primary screen, biochemical, fluorescence polarization, M. tuberculosis H37Rv; P9WHR9; inhibition, % at 5.96 µM; AID 2606, 2010; 0.048% of 320,000 active; in the data active = inhibition above about 38%;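 note: extracellular domain of Rv3671c used as enzyme; 0% = enzyme with DMSO and 100% = no enzyme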
Target sequence (P9WHR9 whole entry, looked up, the tested form may be a part): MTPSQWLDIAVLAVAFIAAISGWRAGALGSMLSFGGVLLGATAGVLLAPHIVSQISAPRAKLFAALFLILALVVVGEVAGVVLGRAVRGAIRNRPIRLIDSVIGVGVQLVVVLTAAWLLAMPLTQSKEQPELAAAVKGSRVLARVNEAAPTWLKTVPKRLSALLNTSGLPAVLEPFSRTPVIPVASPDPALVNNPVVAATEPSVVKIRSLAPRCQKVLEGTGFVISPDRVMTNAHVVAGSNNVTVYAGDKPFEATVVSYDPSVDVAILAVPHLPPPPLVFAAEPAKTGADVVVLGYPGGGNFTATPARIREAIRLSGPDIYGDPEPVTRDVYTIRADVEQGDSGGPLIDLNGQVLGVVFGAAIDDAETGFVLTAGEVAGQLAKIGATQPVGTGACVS
GDH-TPI inh = GDH-TPI coupling enzyme inhibitors, primary screen, artefact control for M. tuberculosis FBA inhibitor project, biochemical, absorbance, full deck | GDH-TPI coupled enzyme counterscreen, NADH absorbance | inhibition, % at 4.8 µM | 1.2% of 360,000 active | AID 588335, 2011; in the data active = inhibition above about 30%;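 note: 0% = DMSO wells and 100% = wells lacking the enzyme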
* = called active by the depositor; ? = inconclusive; . = no result given. Compounds as they come; overall some 4.8% were active at least once.

No.	mol	MazEF act	FadD28 binding	PrPC surface inh	Mtb UGM inh	BoNT-F LC inh	Mtb FBA inh	Mtb BioA inh	Rv3671c protease	GDH-TPI inh
1	O=C(NC1CCCC1)C(c1cccnc1)N(Cc1ccc(F)cc1)C(=O)c1csnn1 (stereo not given)	7.4	-4.5	4.1	-0.4	-9.6	-2.8	0.2	-6.4	1.8
2	CN(C)c1ccc(NC2=C([N+](=O)[O-])CS(=O)(=O)C2)cc1	-3.1	0.6	-3.1	-0.8	-23.0	-2.1	.	-6.7	34.2*
3	CCC1(CC)C(=O)C2=C3C1[C@H](C(=O)OC)CC(C(=O)OC)C[C@H]3n1c(=O)n(-c3ccccc3)c(=O)n1[C@H]2C (stereo not given in full)	-3.5	.	-1.8	-0.7	.	.	.	1.5	.
4	O=C(NCc1ccc(F)cc1)C(c1ccc(Cl)cc1)N(C(=O)c1csnn1)C1CC1 (stereo not given)	3.1	-0.9	1.8	-0.7	0.1	5.9	-1.6	1.2	-1.5
5	CC(=O)Nc1ccc(S(=O)(=O)Nc2ccc3c(c2)OCCO3)cc1	-3.5	-5.1	.	2.5	-2.5	1.0	.	0.2	-8.9
6	CCCCN1C(=O)C(=O)N(CC(=O)Nc2cc(Cl)ccc2OC)C1=O	-2.3	-1.2	4.5	.	-5.1	4.3	-1.3	9.7	10.4
7	Nc1nc(-c2ccc3c(c2)CCCC3)cs1	-1.5	1.4	-1.2	0.0	-30.9	12.0	-0.3	-2.4	5.3
8	O=C(COC(=O)CCc1nc2ccccc2s1)Nc1ccc(Cl)cn1	-3.9	-0.8	2.1	-0.8	-2.4	0.8	-0.5	-1.3	1.8
9	Fc1ccc(C2CCCN2Cc2nc(-c3cnccn3)no2)cc1 (stereo not given)	6.2	-1.9	1.1	-1.1	2.4	-2.4	.	-5.5	-2.9
10	Cc1ccc(C(=O)NCCc2nnc3ccc(SCC(=O)N4CCCC4)nn23)cc1	2.3	-0.6	-8.9	0.5	10.0	1.3	0.7	0.8	0.0

In a second layout: entries from further up
[1] O=C(NC1CCCC1)C(c1cccnc1)N(Cc1ccc(F)cc1)C(=O)c1csnn1 (stereo not given)
[6] CCCCN1C(=O)C(=O)N(CC(=O)Nc2cc(Cl)ccc2OC)C1=O

Assay by compound,1,6
MazEF act,7.4,-2.3
FadD28 binding,-4.5,-1.2
PrPC surface inh,4.1,4.5
Mtb UGM inh,-0.4,.
BoNT-F LC inh,-9.6,-5.1
Mtb FBA inh,-2.8,4.3
Mtb BioA inh,0.2,-1.3
Rv3671c protease,-6.4,9.7
GDH-TPI inh,1.8,10.4

Copied from the list:
#9 in PrPC surface inh → 1.1
#6 in BoNT-F LC inh → -5.1
#3 in PrPC surface inh → -1.8

(list continues)
No.	mol	MazEF act	FadD28 binding	PrPC surface inh	Mtb UGM inh	BoNT-F LC inh	Mtb FBA inh	Mtb BioA inh	Rv3671c protease	GDH-TPI inh
11	COC(=O)c1cccc(NS(=O)(=O)c2ccc(OC)c(C(=O)N3CCOCC3)c2)c1C	12.5	-2.4	-2.9	-1.2	-30.1	1.2	0.7	-5.3	-2.2
12	CC(C)C(C=Cc1ccccc1)=NNS(=O)(=O)c1ccccc1	.	0.2	-5.2	.	-11.3	3.9	1.7	.	.
13	Cc1ccc(C(=O)N2CCN(c3ncc(C(F)(F)F)cc3Cl)CC2)s1	-7.2	-1.8	-2.8	-1.7	-8.6	5.5	2.2	.	8.9
14	COc1ccccc1N(Cc1ccccc1)S(=O)(=O)c1cc(C(=O)O)ccc1Cl	1.7	-6.4	-8.2	-0.1	-2.3	0.6	2.0	-6.6	-5.0
15	CCCc1c(C)[nH]c2ccc(C(=O)O)cc2c1=S	0.4	-17.8	10.9	.	-5.5	2.8	0.3	.	10.1
16	O=C(O)Cc1ccc(NC(=O)CCN2C(=O)c3ccc([N+](=O)[O-])cc3C2=O)cc1	9.4	-3.7	-15.3	.	1.7	-2.3	-0.4	.	0.0
17	Cc1ccc2c(c1)S(=O)(=O)c1ccc3ccccc3c1N2	17.4	-3.9	9.1	.	-0.9	9.1	-0.8	.	19.5
18	CN(CC(=O)Nn1cnnc1)S(=O)(=O)c1ccc(Br)cc1	2.9	-3.1	5.6	3.5	9.5	0.0	.	5.3	-8.9
19	Cc1nnc2sc(COc3ccccc3)nn2c1=O	-7.1	.	5.7	-2.7	-7.9	-3.6	-2.1	0.3	10.3
20	Cc1ccc(O)c(C(=O)c2cnc3c(c2)COc2ccccc2-3)c1	-11.3	-2.5	-15.0	-0.6	3.1	-13.9	-2.7	-4.6	18.5
21	CCOC(=O)c1c(NC(=O)CSc2nc3ccccc3c(=O)n2-c2ccc(F)cc2)sc(C(C)=O)c1C	-37.0	-2.0	-3.7	0.2	1.0	4.4	.	-3.6	-0.3
22	O=C(CN(C(=O)CNS(=O)(=O)c1ccccc1)c1ccc(Cl)cc1)NCC1CCCO1 (stereo not given)	8.5	-1.6	-3.4	-0.1	-23.5	-1.1	0.4	2.6	6.6
23	Cc1nn(-c2ccccc2)c(C)c1C(=O)NCc1cccs1	1.9	-2.6	-3.5	1.7	-1.6	-9.4	2.4	-2.1	0.7
24	CCC1CCc2sc(C(=O)NCC(c3ccc(OC)cc3)N3CCOCC3)cc2C1 (stereo not given)	-6.2	-4.2	0.7	2.7	-8.7	-1.2	-0.9	5.0	-0.3
25	Cn1c(NC(=O)Cc2ccc(F)cc2)cc(=O)n(C)c1=O	4.9	-0.6	13.6	0.3	1.0	-0.1	1.2	-4.3	16.8
26	O=C(CN1CCCCC1)Nc1ccccc1NC(=O)CN1CCCCC1	3.7	0.2	-6.2	0.9	-10.4	-2.8	-0.7	-1.7	4.1
27	COc1ccc2c(CC(=O)OCC(=O)Nc3sc4c(c3C#N)CCC(C)C4)coc2c1 (stereo not given)	-1.6	-3.6	-0.6	-1.2	-0.3	-6.6	-0.3	-11.1	2.6
28	COc1cc(NS(=O)(=O)c2ccc(F)cc2)c(OC)cc1NC(C)=O	-1.6	-2.7	-4.7	0.0	6.1	2.5	.	-9.1	-3.8
29	CC1=CC(c2ccccc2)n2nc(NS(=O)(=O)c3ccc(C)cc3)nc2N1 (stereo not given)	3.7	-1.0	1.4	0.0	5.6	48.8*	0.0	-4.2	14.3
30	O=C(Nc1ccccc1N1CCN(C(=O)c2ccccc2)CC1)c1ccc(Cl)cc1	11.7	-0.7	-6.1	2.3	-6.2	0.9	7.0	-1.9	-3.0
31	Cc1cccc(CSc2nn3c(=O)c(C)nnc3s2)c1	-1.9	-1.7	0.2	0.6	8.0	-3.1	0.2	-0.8	3.7
32	Cc1nc2ccc(C(=O)Nc3cccc([N+](=O)[O-])c3)cc2s1	8.7	0.8	-8.3	0.2	0.9	3.5	-2.4	-16.5	0.6
33	CCCCN1CC2([N+](=O)[O-])C=CC(=O)C([N+](=O)[O-])(C1)C2CC(=O)c1ccccc1 (stereo not given)	-4.6	-0.1	-12.5	.	-6.1	-2.5	0.8	-8.6	19.1
34	Cc1ccc2c(c1)N(C(=O)CCC(=O)N1CCC(C(N)=O)CC1)CCO2	-4.8	-0.4	-5.5	-2.2	-3.5	4.2	0.4	-5.7	8.1
35	CCOc1ccc(N2C(=O)C(Cl)=C(N3CCOCC3)C2=O)cc1	2.7	-3.2	-6.0	-1.1	?	-1.3	0.2	-1.4	4.6
36	Cc1nnc2ccc(-c3cccc(NC(=O)c4ccc(Cl)nc4)c3)nn12	0.6	-3.3	-15.0	1.8	-6.8	3.4	.	-12.9	3.3
37	CC(=O)c1cc(-c2ccccc2)[nH]c1N1CCOCC1	-2.5	-1.7	3.4	-0.4	14.8	2.9	-1.7	-5.9	22.5
38	Cc1ccc(P(=Nc2ccccc2)(N2CCOCC2)N2CCOCC2)o1	1.7	-0.7	10.1	0.1	-1.4	-0.1	0.0	2.0	1.4
39	C#CCOCCOCCOCCNc1nc(N2CCN(C(=O)C(CCC(=O)O)n3cc(C(N)CC(C)C)nn3)CC2)nc(N2CCN(C(=O)C(Cc3cc4ccccc4[nH]3)n3cc(C(N)Cc4ccc(O)cc4)nn3)CC2)n1 (stereo not given)	9.1	.	.	-0.3	-0.9	.	.	-0.8	.
40	O=C(CCCC(=O)N(CC(=O)NC1CCCC1)Cc1ccccc1Cl)Nc1ccccn1	-1.5	-3.5	-0.1	0.7	4.3	-3.9	0.9	-10.5	-9.7
41	CCOc1ccc(CNC(=O)CCn2c(=O)oc3ccccc32)cc1OC	-4.6	0.4	1.7	1.2	-5.7	4.4	-1.0	3.2	-5.5
42	O=C(c1cccnc1)N(Cc1ccccc1)C(c1ccccc1)c1nc2ccccc2[nH]1 (stereo not given)	.	-2.2	-0.2	.	1.9	0.2	1.1	.	.
43	CC1=CC(c2ccccc2)n2nc(NC(=O)CCCC(=O)O)nc2N1 (stereo not given)	12.1	-2.0	-10.3	-0.7	17.4	61.7*	-0.7	-3.9	-5.2
44	CC1Sc2ccc(S(=O)(=O)CCC(=O)Nc3ccccn3)cc2NC1=O (stereo not given)	3.8	-0.6	-1.8	-0.9	-1.1	-3.9	3.3	-11.0	11.1
45	CC(OC(=O)CNC(=O)c1cccc(F)c1)C(=O)NC1CCCCC1C (stereo not given)	9.6	-3.8	6.0	-0.4	-10.8	-0.9	-0.1	-4.8	-3.8
46	CCCOc1ccc(N2C(=O)CC(N(Cc3ccc(OC)cc3)C(=S)Nc3ccccc3)C2=O)cc1 (stereo not given)	-4.4	0.7	-5.6	2.9	-17.7	-0.7	.	-6.2	0.7
47	CCOC(=O)Nc1cccc(OCC(=O)Nc2ccccc2OCC)c1	2.2	-1.6	5.8	-0.4	-1.7	0.2	0.9	-13.1	3.9
48	Cc1ccc(N2C(=NC(=O)c3ccccc3)SC3CS(=O)(=O)CC32)cc1 (stereo not given)	-3.5	-3.1	-5.1	-1.3	-2.1	3.2	-0.5	-1.4	1.0
49	Cc1onc(-c2ccccc2Cl)c1C(=O)OCC(=O)c1ccc2c(c1)OCCO2	3.6	-4.6	11.3	0.1	3.1	-9.1	.	-5.4	-12.8
50	CC(=O)c1ccc(-c2ccc([C@H]3[C@@H]4C=CCC[C@@]4(C)C(=O)N3Cc3ccccc3)c(F)c2)cc1	-1.4	-0.4	6.2	-0.8	-7.9	-2.9	-3.1	-16.9	9.4
51	O=C(COC(=O)c1ccc(O)cc1)Nc1ccc(OC(F)F)cc1	1.1	-2.8	-8.3	0.1	-5.5	-3.2	-1.8	-7.1	-0.9
52	COc1ccc(OCc2nnc(SC(C)C(=O)Nc3ccc(N4CCOCC4)cc3)n2C)cc1 (stereo not given)	-15.1	-2.3	7.5	.	-1.4	-3.5	0.0	.	1.1
53	CC(=O)Nc1ccc(S(=O)(=O)N2CCN(C(=O)c3ccccc3F)CC2)cc1	1.3	-0.3	-1.9	0.3	6.2	0.1	-2.9	0.1	7.2
54	COC(=O)C1CCCN1C(=O)COc1ccc(Cl)cc1Br (stereo not given)	-12.5	-1.3	4.3	-0.8	0.4	-0.2	-1.1	-2.7	-3.7
55	O=C(NCc1cccnc1)C1CC(c2ccc(F)cc2)=NO1 (stereo not given)	1.2	-3.3	.	-1.1	-4.3	-1.3	1.2	6.0	-15.7
56	C/C(=N\Nc1ccccc1)c1c(O)n(C)c(=O)n(C)c1=O	5.1	-0.9	-3.9	-2.7	-6.4	-0.6	0.3	-18.9	8.1
57	O=C(Nc1cccc(Cl)c1)OCc1cnc(Cl)s1	-3.0	-2.6	11.6	-0.6	-18.1	0.1	-0.4	-5.1	9.4
58	O=C(NCCCn1ccnc1)c1ccco1	1.5	-2.2	2.7	-0.7	-5.7	0.7	-0.6	0.1	3.9
